Assay outcomes deposited in PubChem BioAssay by National Center for Advancing Translational Sciences (NCATS).
CBFb-RUNX1 inh: qHTS Assay for Compounds Blocking the Interaction Between CBF-beta and RUNX1 for the Treatment of Acute Myeloid Leukemia | Runt-related transcription factor 1 (Homo sapiens) + Core-binding factor subunit beta … | AlphaScreen CBFb-His/RUNX1-biotin binding, biochemical | Potency, µM (highest dose often 59.8 µM), for inactives: at the top dose activity, negative = inhibition, usual class: inhibitors | 230,000 tested, under 10 active | AID 1477, 2009; note: % of control where 0% means no effect
Target sequence (Q01196 whole entry, looked up): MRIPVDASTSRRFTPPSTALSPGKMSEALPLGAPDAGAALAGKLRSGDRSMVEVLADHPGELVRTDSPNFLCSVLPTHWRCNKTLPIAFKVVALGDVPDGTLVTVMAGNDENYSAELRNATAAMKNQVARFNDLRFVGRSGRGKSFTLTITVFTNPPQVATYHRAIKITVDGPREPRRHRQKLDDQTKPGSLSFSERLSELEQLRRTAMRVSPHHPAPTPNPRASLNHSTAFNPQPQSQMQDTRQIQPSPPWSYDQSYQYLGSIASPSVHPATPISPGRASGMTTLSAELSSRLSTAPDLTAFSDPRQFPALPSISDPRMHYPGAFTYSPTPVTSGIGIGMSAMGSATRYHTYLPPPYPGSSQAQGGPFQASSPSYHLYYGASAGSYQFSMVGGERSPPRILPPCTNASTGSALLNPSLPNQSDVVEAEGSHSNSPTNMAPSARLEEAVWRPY
Target sequence (Q13951 whole entry, looked up): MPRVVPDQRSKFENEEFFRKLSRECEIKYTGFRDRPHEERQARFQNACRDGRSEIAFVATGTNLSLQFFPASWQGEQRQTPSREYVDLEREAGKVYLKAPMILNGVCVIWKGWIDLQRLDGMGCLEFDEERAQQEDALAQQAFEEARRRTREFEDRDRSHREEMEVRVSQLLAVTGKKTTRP
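His-tagged CBF-beta and biotinylated RUNX1 (30 nM each) were premixed 20 min at room temperature, exposed to compound for 15 min, then given nickel-chelate and streptavidin AlphaScreen beads (50 ng each). After 90 min, AlphaScreen signal was read.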
HTT aggregate: qHTS Multiplex Assay to Identify Dual Action Probes in a Cell Model of Huntington: Aggregate Formation (GFP) | PC12 HttQ103-GFP aggregates, Acumen cytometry, 40 h | Potency, µM (doses to about 46.1 µM), for inactives: top-dose activity change, negative = inhibition, most hits filed as inhibitors | actives 1.1% (n = 220,000); note: potency is the fitted concentration of half-maximal effect; % is set by controls: 0 for no effect and ±100 for the full control effect; nearly all actives have a fitted effect of over 60% in size
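Ecdysone-promoter PC12 model expressing HTT exon 1 Q103 fused to GFP, induced by tebufenozide at 100 nM final. Compounds titrated; aggregates sized 1–25 µm scored on a 488 nm laser cytometer.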
Lamin A splicing: qHTS Assay for Modulators of Lamin A Splicing | HeLa LMNA splicing GFP/RFP minigene ratio, 48 h | Potency, µM (highest dose often 46.1 µM), without a hit: at the top dose ratio change, negative = inhibition, usual class: inhibitors | actives 0.01% (n = 200,000) | AID 1487, 2009; active = well fitted inhibition curve with a large enough effect in the signal ratio, with a control signal flat, not every such curve was filed as active; inconclusive = small, poorly fitted or top-dose-only effect, or effect the other way, or a change in a side signal; the % refers to the signal ratio; note: potency is the fitted concentration of half-maximal effect; % is set by controls: 0 for no effect and ±100 for the full control effect
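Read-out is the ratio of GFP to DsRed2 object intensity, acquired by 488 nm laser-scanning cytometry on HeLa lamin A-EGFP minigene reporter cells. Compound incubation 48 hrs at 37 °C in Opti-MEM with 2% FBS; DMSO 0.5% final.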
Epigenetic derep: Quantitative High-Throughput Screen for Regulators of Epigenetic Control; actives 0.2% (n = 280,000); AID 1865, 2009; murine LDR cells, GFP reporter derepression, 30 h; Potency, µM (highest dose often 53.9 µM), without a hit: top-dose GFP activation, actives largely listed as activators; note: potency is the fitted concentration of half-maximal effect; % of control where 0% means no effect; nearly all actives have a fitted effect of over 60% in size
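Derepression of a silenced CMV-GFP reporter in murine LDR cells is scored by enumerating GFP-positive cells with a laser-scanning microplate cytometer after 30 hours of treatment at 37 C.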
NPSR antag: qHTS Assay for Antagonists of the Neuropeptide S Receptor: cAMP Signal Transduction. CHO-NPSR cells, cAMP TR-FRET, antagonist mode. Potency, µM (titrated, usually from 38.3 µM), for the others: top-dose activity change, negative = inhibition, actives largely listed as inhibitors. actives 1% (n = 220,000). AID 1461, 2008; note: potency is the fitted concentration of half-maximal effect; % is set by controls: 0 for no effect and ±100 for the full control effect; nearly all actives have a fitted effect of over 50% in size; many of its hits are not listed in these tables
Target sequence (Q6W5P4 whole entry, looked up): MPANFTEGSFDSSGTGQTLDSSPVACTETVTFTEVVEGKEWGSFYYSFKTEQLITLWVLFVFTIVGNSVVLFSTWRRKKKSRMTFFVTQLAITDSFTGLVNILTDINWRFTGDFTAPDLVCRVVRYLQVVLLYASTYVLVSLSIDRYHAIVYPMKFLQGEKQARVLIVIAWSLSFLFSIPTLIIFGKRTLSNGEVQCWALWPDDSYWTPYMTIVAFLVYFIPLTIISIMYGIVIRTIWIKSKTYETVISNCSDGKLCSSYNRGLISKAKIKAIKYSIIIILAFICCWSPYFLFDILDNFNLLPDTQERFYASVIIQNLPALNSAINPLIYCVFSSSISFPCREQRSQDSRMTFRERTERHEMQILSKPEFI
IMPase Li cell: qHTS Assay for Identifying the Cell-Membrane Permeable IMPase Inhibitors: Potentiation with Lithium | CHO-M1 cells, IP1 TR-FRET (IP-One), carbachol + lithium | Potency, µM (doses to about 59.4 µM), inactives show at the highest dose activity, negative = IMPase inhibition, most hits filed as inhibitors | actives 0.35% (n = 210,000) | AID 1457, 2008;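 note: IP1 builds up when IMPase is blocked and the TR-FRET signal falls; potency is the fitted concentration of half-maximal effect; plate controls were basal vehicle for no effect and high inhibitor control for full effect; nearly all actives have a fitted effect of over 50% in size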
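Concentration–response in CHO-M1 cells, lithium-potentiated; 30 min at 37C. IP1 detected by competitive TR-FRET after 10 min lysis at RT. Hill-fitted AC50.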
KinaseGlo FLuc: Counterscreen for Luciferase (Kinase-Glo TM) Inhibition; Luciferin 4-monooxygenase (Photuris pensylvanica), Q27757; Kinase-Glo luciferase, ATP luminescence, 8 min; Potency, µM (titrated, usually from 38.3 µM), inactives show at the top dose activity change, negative = inhibition, most hits filed as inhibitors; actives 0.28% (n = 200,000); AID 1379, 2008; note: potency is the fitted concentration of half-maximal effect; % is set by controls: 0 for no effect and ±100 for the full control effect; nearly all actives have a fitted effect of over 60% in size
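Compound is pinned into ATP-containing buffer (10 uM ATP, imidazole pH 7.2, 7 mM MgCl2). Kinase-Glo luciferase reagent is then added. Light output is recorded following an 8-min room-temperature incubation.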
Numbers without * were called inactive; & = joins results of further samples; [ ] = remark or other dose. Unless noted, calls come from the whole dose curve; as a rule, active = well fitted curve in the direction sought with a large enough effect; inconclusive = small, poorly fitted or top-dose-only effect, or another doubt; inactive = no such curve, though single readings can be large; an effect the other way counts as inactive or inconclusive. Some of the compounds tested; the hit share may differ from the screen's.

For CNC(=O)COC(=O)Cc1ccc(Cl)cc1 the results were CBFb-RUNX1 inh -1%, HTT aggregate -20%, Lamin A splicing 12%[46 µM], Epigenetic derep -0.1%, NPSR antag 4%, IMPase Li cell -5% and KinaseGlo FLuc -2%.
`CCOc1ccc(N2C(=O)C3C(c4ccc(O)cc4)NC(CCSC)(C(=O)OC)C3C2=O)cc1` (configuration not stated) gave CBFb-RUNX1 inh -4%, Lamin A splicing 3%[46 µM], Epigenetic derep -1.1%, NPSR antag -13%, IMPase Li cell -7% and KinaseGlo FLuc -1%.
For Cc1ccc(CN2CCN(Cc3nc4c(s3)CCCC4)CC2CCO)cc1 (configuration not stated) the results were CBFb-RUNX1 inh 5%, HTT aggregate -5%[9.22 µM], Lamin A splicing -10%[46 µM], Epigenetic derep -0.2%, NPSR antag 8%, IMPase Li cell 16% and KinaseGlo FLuc -1%.
Screening CCN=C1S/C(=C\c2sccc2C)C(=O)N1CC returned CBFb-RUNX1 inh 5%, HTT aggregate 4%, Lamin A splicing -4%, Epigenetic derep 0.0%, NPSR antag 8%[46.1 µM], IMPase Li cell 0% and KinaseGlo FLuc -1%.
`Cc1cc(S(=O)(=O)N2CCCC2)ccc1OCC(=O)N1CCOCC1` gave CBFb-RUNX1 inh 3%, HTT aggregate 0%, Lamin A splicing 11%, Epigenetic derep 0.0%, NPSR antag -8%[46.1 µM], IMPase Li cell 27%[38.3 µM] and KinaseGlo FLuc 1%.
`COc1ccc(-n2c(SCC(=O)Nc3cc(C)on3)nc3ccc(O)cc3c2=O)cc1OC` gave CBFb-RUNX1 inh 10%, HTT aggregate 16%, Lamin A splicing -9%, Epigenetic derep -0.9%, NPSR antag -5%[46.1 µM], IMPase Li cell -8% and KinaseGlo FLuc 7%.
`CS(=O)(=O)NCc1csc(-c2ccccc2)n1` gave CBFb-RUNX1 inh 0%, HTT aggregate 7%, Lamin A splicing -4%, Epigenetic derep -2.1%, NPSR antag -4%[46.1 µM], IMPase Li cell 0%[38.3 µM] and KinaseGlo FLuc 2%.
COc1ccc2c(c1)CC/C(=C/c1cc(OC)c(OC)c(OC)c1)C2=O was read as CBFb-RUNX1 inh -11%, HTT aggregate 23%, Epigenetic derep 0.8%, NPSR antag 15%, IMPase Li cell 8% and KinaseGlo FLuc 3%.
Screening COc1ccc(CNC(=O)c2c(C)nc3ccccn23)cc1 returned CBFb-RUNX1 inh -1%, HTT aggregate 25µM*, Lamin A splicing inconclusive, Epigenetic derep 1.2%, NPSR antag 12%[46.1 µM], IMPase Li cell 3% and KinaseGlo FLuc -2%.
Screening COCCOC(=O)c1c(N)n(CCCN2CCOCC2)c2nc3ccccc3nc12 returned CBFb-RUNX1 inh -4%, HTT aggregate -7%[9.22 µM], Epigenetic derep 1.8% and NPSR antag inconclusive.
Cc1nc2sc(C(c3cccs3)N3CCN(C(=O)c4ccco4)CC3)c(O)n2n1 (configuration not stated) was read as CBFb-RUNX1 inh 9%, HTT aggregate -1%, Lamin A splicing -8%, Epigenetic derep -1.0%, NPSR antag 1%[46.1 µM], IMPase Li cell 22%[38.3 µM] and KinaseGlo FLuc 9%.
Screening COc1ccc(OC)c(C2C(C(=O)Nc3ccccc3OC)=C(C)Nc3nc(CCCO)nn32)c1 (configuration not stated) returned CBFb-RUNX1 inh 4%, HTT aggregate 14%, Lamin A splicing -10%, Epigenetic derep -1.0%, NPSR antag -14%[46.1 µM], IMPase Li cell 0%[38.3 µM] and KinaseGlo FLuc 3%.
Screening COc1ccc(-c2nc3ccccc3c(=O)n2CCCN2CCOCC2)cc1 returned CBFb-RUNX1 inh 2%, HTT aggregate 3%, Lamin A splicing 2%, Epigenetic derep 3.2%, NPSR antag -8%[46.1 µM], IMPase Li cell 1%[38.3 µM] and KinaseGlo FLuc 0%.
`O=C(O)C1CCC(=O)N(C2CCCCC2)C1c1ccccc1` (configuration not stated) gave CBFb-RUNX1 inh 15%, HTT aggregate inconclusive, Lamin A splicing -4%, Epigenetic derep 1.2%, NPSR antag -8%[46.1 µM], IMPase Li cell -8% and KinaseGlo FLuc -1%.
O=C(CCN1C(=O)/C(=C\c2ccccc2)SC1=S)NNC(=O)c1cccnc1 was read as CBFb-RUNX1 inh 5%, HTT aggregate -8%, Lamin A splicing -14%, Epigenetic derep -1.0%, NPSR antag 17%, IMPase Li cell 17% and KinaseGlo FLuc 4%.
Screening CC(C)(C)c1ccc(C(=O)NNC(=O)Cc2ccccc2)cc1 returned CBFb-RUNX1 inh 4%, HTT aggregate -3%, Lamin A splicing -10%, Epigenetic derep -7.1%, NPSR antag -4%[46.1 µM], IMPase Li cell 33%[38.3 µM] and KinaseGlo FLuc -6%.
`Cc1ccc(NS(=O)(=O)c2cccc(C(=O)NCC(c3cccs3)N(C)C)c2)cc1` (configuration not stated) gave CBFb-RUNX1 inh -11%, HTT aggregate 14%, Lamin A splicing -4%[46 µM], Epigenetic derep -4.5%, NPSR antag -37%, IMPase Li cell 10% and KinaseGlo FLuc 0%.
CSc1n[nH]c(-c2sccc2OCc2ccc(C)cc2)n1 was read as CBFb-RUNX1 inh -3%, HTT aggregate -9%, Lamin A splicing 25%, Epigenetic derep -0.3%, NPSR antag inconclusive, IMPase Li cell 15%[38.3 µM] and KinaseGlo FLuc -2%.
Screening CC(=O)Nc1cccc(S(N)(=O)=O)c1C returned CBFb-RUNX1 inh 4%, HTT aggregate 14%[9.22 µM], Epigenetic derep 0.1% and NPSR antag -8%.
C=CCn1c(SCC(=O)NC2CCS(=O)(=O)C2)nnc1-c1cc2c(s1)CCC(CC)C2 (configuration not stated) was read as CBFb-RUNX1 inh -7%, HTT aggregate 4%, Lamin A splicing -2%, Epigenetic derep -1.0%, NPSR antag 10%, IMPase Li cell -4% and KinaseGlo FLuc 3%.

Two compounds drawn at random from those above, as already listed:
Screening CC(=O)Nc1cccc(S(N)(=O)=O)c1C returned CBFb-RUNX1 inh 4%, HTT aggregate 14%[9.22 µM], Epigenetic derep 0.1% and NPSR antag -8%.
`Cc1cc(S(=O)(=O)N2CCCC2)ccc1OCC(=O)N1CCOCC1` gave CBFb-RUNX1 inh 3%, HTT aggregate 0%, Lamin A splicing 11%, Epigenetic derep 0.0%, NPSR antag -8%[46.1 µM], IMPase Li cell 27%[38.3 µM] and KinaseGlo FLuc 1%.

The list continues:
For N#CC1=C(N)Oc2n[nH]c(-c3ccccc3)c2C1c1cccnc1 (configuration not stated) the results were CBFb-RUNX1 inh -1%, HTT aggregate 16%, Lamin A splicing 0%, Epigenetic derep -1.0%, NPSR antag -12%[46.1 µM], IMPase Li cell 3%[38.3 µM] and KinaseGlo FLuc -3%.
For Cc1cccc(/N=C/c2c(O)[nH]c3ccccc23)n1 the results were CBFb-RUNX1 inh -12%, HTT aggregate 7%, Lamin A splicing inconclusive, Epigenetic derep 0.0%, NPSR antag -17%[46.1 µM], IMPase Li cell -16%[38.3 µM] and KinaseGlo FLuc -20%.
For Cc1nn(C)c(Oc2ccc(Cl)cc2)c1C=O the results were CBFb-RUNX1 inh -2%, HTT aggregate -14%, Lamin A splicing 9%, Epigenetic derep -0.4%, NPSR antag -3%[46.1 µM], IMPase Li cell 2%[38.3 µM] and KinaseGlo FLuc -2%.
`CNc1ccccc(C(=O)/C=C/c2ccccc2OC)c1=O` gave CBFb-RUNX1 inh 14%, HTT aggregate inconclusive, Lamin A splicing 6%, Epigenetic derep inconclusive, NPSR antag -44%, IMPase Li cell 4% and KinaseGlo FLuc -5%.
`Cc1nc([N+](=O)[O-])c(C(=O)OCc2ccccc2F)n1C` gave CBFb-RUNX1 inh 3%, HTT aggregate 5%, Lamin A splicing 28%[46 µM], Epigenetic derep 0.0%, NPSR antag 7%, IMPase Li cell -5% and KinaseGlo FLuc 0%.
`COc1ccc(CNC(=O)c2ccc(Br)o2)cc1` gave CBFb-RUNX1 inh 7%[89.1 µM], HTT aggregate 5%, Lamin A splicing 1%, Epigenetic derep 1.0%&-3.1%, NPSR antag 6%, IMPase Li cell -4%&0% and KinaseGlo FLuc 2%[39.9 µM].
For CC(=O)C1=C(O)C(=O)OC1c1ccc(Cl)cc1 (configuration not stated) the results were CBFb-RUNX1 inh 12%, HTT aggregate 7%[9.22 µM], Epigenetic derep 0.1% and NPSR antag -1%.
Screening COc1cc(C(=O)c2c(C)c(CCC#N)n3ccccc23)cc(OC)c1OC returned CBFb-RUNX1 inh -2%, HTT aggregate 12%, Lamin A splicing inconclusive, Epigenetic derep -0.3%, NPSR antag 4%, IMPase Li cell 5% and KinaseGlo FLuc 1%.
For O=S(=O)(/N=C(/c1ccccc1)N1CCCCCC1)c1ccccc1 the results were CBFb-RUNX1 inh -3%, HTT aggregate 7%, Lamin A splicing -3%[46 µM], Epigenetic derep -2.6%, NPSR antag -3%, IMPase Li cell -1% and KinaseGlo FLuc 4%.
Screening CN1CCN(CCCNC(=O)c2cc3c(-c4ccc(Cl)cc4)nn(C)c3s2)CC1 returned CBFb-RUNX1 inh 3%, HTT aggregate inconclusive, Lamin A splicing inconclusive, Epigenetic derep 0.8%, NPSR antag 10µM*, IMPase Li cell 12%[38.3 µM] and KinaseGlo FLuc 17%.
`O=c1c([N+](=O)[O-])c(NCCN2CCCCCC2)c2ccccc2n1-c1ccccc1` gave CBFb-RUNX1 inh -4%, HTT aggregate -1%, Lamin A splicing -3%, Epigenetic derep -1.3%, NPSR antag -7%, IMPase Li cell 7% and KinaseGlo FLuc -6%.
CC(C)Cn1c(-c2ccccc2)nc(=S)c2c1CCCC2 was read as CBFb-RUNX1 inh 9%, HTT aggregate 7%, Lamin A splicing -4%, Epigenetic derep 0.0%, NPSR antag 4%[46.1 µM], IMPase Li cell 25%[38.3 µM] and KinaseGlo FLuc -3%.
COC(=O)c1ccc(C(=S)N2CCCCC2)cc1 was read as CBFb-RUNX1 inh 0%, HTT aggregate -4%, Lamin A splicing 13%[46 µM], Epigenetic derep 1.2%, NPSR antag 4%, IMPase Li cell 1% and KinaseGlo FLuc -2%.
For CC1CCCCN1C(=O)COc1ccc2ccc(=O)oc2c1 (configuration not stated) the results were CBFb-RUNX1 inh 22%, HTT aggregate -7%, Lamin A splicing -4%[46 µM], Epigenetic derep -1.5%, NPSR antag 5%, IMPase Li cell -4% and KinaseGlo FLuc 5%.
